Screens deposited in PubChem BioAssay by The Scripps Research Institute Molecular Screening Center.
PAFAH1B2 inh: inhibitors of human PAFAH1B2 | P68402 | inhibition, % at 3.39 µM | recombinant PAFAH1B2, FP-rhodamine activity probe, fluorescence polarization | hit rate 1.2% among 340,000;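 active = inhibition above the mean of all tested compounds plus 3 SD, cut at about 24% in these data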;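 note: 0% = enzyme with DMSO and 100% = wells lacking PAFAH1B2; many of its hits are not listed in these tables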
PAFAH2 inh: PAFAH2 (human) inhibition; inhibition, % at 3.39 µM; Q99487; recombinant PAFAH2, FP-rhodamine activity probe, fluorescence polarization; hit rate 0.99% among 340,000; AID 492956;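 active = inhibition above the mean over all tested compounds plus 3 SD, cut at about 30% in these data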;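 note: inhibitors block probe labeling of enzyme so polarization drops; 0% = enzyme with DMSO and 100% = wells lacking PAFAH2 protein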
PAD4 inh: inhibitors of human PAD4 | recombinant PAD4, RCA probe fluorescence polarization | inhibition, % at 6.36 µM | hit rate 0.41% among 330,000;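 active = percent inhibition above a cutoff equal to the mean of all tested compounds plus 3 SD, cut at about 15% in these data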;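 note: 0% = PAD4 with RCA probe and DMSO and 100% = probe without PAD4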
Target sequence (Q9UM07 whole entry, looked up): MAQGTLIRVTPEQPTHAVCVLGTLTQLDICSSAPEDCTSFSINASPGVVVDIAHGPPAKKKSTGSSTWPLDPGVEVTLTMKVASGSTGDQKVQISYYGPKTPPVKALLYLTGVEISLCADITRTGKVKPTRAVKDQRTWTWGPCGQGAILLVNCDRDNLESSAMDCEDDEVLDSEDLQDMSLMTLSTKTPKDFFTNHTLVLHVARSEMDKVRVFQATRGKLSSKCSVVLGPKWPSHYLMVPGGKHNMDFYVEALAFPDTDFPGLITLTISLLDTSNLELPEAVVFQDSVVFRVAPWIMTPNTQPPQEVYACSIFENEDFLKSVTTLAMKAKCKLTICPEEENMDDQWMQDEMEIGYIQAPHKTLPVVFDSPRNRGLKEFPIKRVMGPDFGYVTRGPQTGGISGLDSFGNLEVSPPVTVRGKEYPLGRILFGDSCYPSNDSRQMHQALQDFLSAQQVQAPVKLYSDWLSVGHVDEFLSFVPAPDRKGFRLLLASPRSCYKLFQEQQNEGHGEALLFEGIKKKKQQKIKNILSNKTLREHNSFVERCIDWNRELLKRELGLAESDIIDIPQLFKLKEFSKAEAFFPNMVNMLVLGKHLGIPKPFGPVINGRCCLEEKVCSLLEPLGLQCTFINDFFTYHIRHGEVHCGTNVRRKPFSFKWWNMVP
PAFAH1B3 inh: PAFAH1B3 (human) inhibition; Q15102; recombinant PAFAH1B3, FP-rhodamine probe, fluorescence polarization; inhibition, % at 3.39 µM; hit rate 0.28% among 340,000; AID 492972;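 active = inhibition above the screen-wide average of all tested compounds plus 3 SD, cut at about 25% in these data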;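 note: 0% = enzyme with DMSO only and 100% = wells lacking PAFAH1B3 protein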
LYPLA1 inh: counter-screen for PME1 inhibitors: inhibitors of human LYPLA1; O75608; recombinant LYPLA1, FP-Rh probe fluorescence polarization; inhibition, % at 5.9 µM; hit rate 0.16% among 320,000;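 active = inhibition above the mean of all tested compounds plus 3 SD, set per campaign, cut at about 14% in these data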;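 note: inhibitors block serine hydrolase probe labeling of LYPLA1 so polarization falls; 0% = enzyme with DMSO and 100% = wells lacking LYPLA1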
GSTO1 counter: counter-screen for RBBP9 inhibitors: inhibitors of human GSTO1. hit rate 1.1% among 300,000. AID 1974. inhibition, % at 5.96 µM. recombinant GSTO1, activity-based probe fluorescence polarization;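 active = inhibition above the campaign mean inhibition plus 3 SD, cut at about 35% in these data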;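 note: 0% = GSTO1-1 with DMSO and 100% = wells lacking GSTO1-1 enzyme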
Target sequence (P78417 whole entry, looked up): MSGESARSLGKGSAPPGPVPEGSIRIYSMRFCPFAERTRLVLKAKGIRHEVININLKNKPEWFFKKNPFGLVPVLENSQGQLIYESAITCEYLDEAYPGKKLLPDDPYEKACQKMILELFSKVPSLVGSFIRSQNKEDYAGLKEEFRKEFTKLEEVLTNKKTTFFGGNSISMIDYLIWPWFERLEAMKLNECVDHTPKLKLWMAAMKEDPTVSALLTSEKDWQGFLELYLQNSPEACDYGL
PME-1 inh: blocks human protein phosphatase methylesterase 1; hit rate 0.53% among 320,000; inhibition, % at 5.9 µM; AID 2130; Q9Y570; recombinant PME-1, FP-Rh probe fluorescence polarization;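 active = inhibition above the campaign mean of all compounds plus 3 SD, cut at about 26% in these data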;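 note: competitive labeling of PME-1 active site by serine hydrolase directed probe; 0% = PME-1 with DMSO and 100% = wells lacking PME-1 enzyme; inhibitors block probe labeling so polarization falls and inhibition rises; many of its hits are not listed in these tables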
pPAFAH inh: pPAFAH (human) enzyme inhibition; hit rate 1.5% among 330,000; inhibition, % at 3.39 µM; AID 463082; recombinant pPAFAH, FP-rhodamine probe fluorescence polarization;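 active = inhibition above the mean inhibition across the screen plus 3 SD, cut at about 25% in these data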;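 note: inhibitors block binding of the rhodamine activity-based probe so polarization drops; 0% = enzyme with DMSO and 100% = wells lacking pPAFAH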
LYPLA2 counter: blocks human lysophospholipase 2, a PME1 counter-screen; O95372; recombinant LYPLA2, FP-Rh probe fluorescence polarization; inhibition, % at 5.9 µM; hit rate 0.38% among 320,000; AID 2177;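 active = inhibition above the screen-wide mean plus 3 SD, limit set per campaign, cut at about 26% in these data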;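 note: 0% = LYPLA2 with DMSO and 100% = wells lacking LYPLA2 enzyme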
* marks the source's active call; other numbers are inactive results; / = no result given. Not all compounds are listed; count on the stated rates, not on these rows.

SMILES	PAFAH1B2 inh	PAFAH2 inh	PAD4 inh	PAFAH1B3 inh	LYPLA1 inh	GSTO1 counter	PME-1 inh	pPAFAH inh	LYPLA2 counter
COc1ccc(-c2[nH]ncc2CN(C)Cc2cccnc2)c(F)c1	7	-5	-1	9	-3	10	0	2	2
O=C(Cn1ccc(C(F)(F)F)n1)N=Nc1c(O)[nH]c2ccc(Br)cc12	0	0	0	0	-1	8	2	2	-2
Cc1ccccc1Cn1cnc2ccccc2c1=O	-1	-5	-3	6	1	7	0	3	-3
CCO[C@@H]1OC(C(=O)O)=C[C@H](c2ccc(Br)cc2)[C@H]1CCCO	3	-1	2	10	-1	5	-5	-4	-7
CCN(CC)S(=O)(=O)c1cc(NC(=O)C2Cc3ccccc3C(=O)O2)ccc1C (stereo not given)	7	6	-3	7	0	8	0	6	-2
C/C(=N/NC(=O)CNC(=O)COc1cccc(C)c1)c1ccc(Cl)cc1	4	-1	1	9	0	-1	-2	2	4
O=C(N/N=C\c1ccc(Br)cc1)c1ccc(Cn2cccn2)o1	-4	-10	1	-8	-2	0	-4	-1	0
O=CN1CCCN(Cc2nc(Cc3ccccc3F)no2)CC1	1	3	-4	1	2	4	-7	3	10
O=C(Nc1cc(Cl)cc(Cl)c1)C(NCCCO)c1ccccc1 (stereo not given)	/	/	0	/	-5	4	-4	-1	3
CCOc1cc(N2CCOCC2)c(OCC)cc1NC(=O)CSc1nccc(C)n1	-2	-4	0	3	0	4	4	-3	1
O=C(COC(=O)c1ccc(O)cc1)Nc1ccc(S(=O)(=O)N2CCOCC2)cc1	2	1	2	5	/	/	/	-2	/
COc1ccc(CNC(=O)COC(=O)C2(C)CC2(Cl)Cl)cc1 (stereo not given)	-2	1	-2	7	/	/	/	0	/
FC(F)(F)C(Oc1nc(NC2CCCCC2)nc(N2CCOCC2)n1)C(F)(F)F	3	2	-4	-5	-2	0	7	6	-8
COc1cc(CNc2ccc(CNc3ncn[nH]3)cc2)cc(Cl)c1OCc1ccccc1	-1	3	0	3	0	5	0	4	-2
Cc1cc(C)c(NC(=O)CNC(=O)CN(C)Cc2ccc(Br)s2)c(C)c1	3	7	0	9	-3	/	2	0	2
CC(C)c1ccccc1NC(=O)CNCCc1ccc(C(F)(F)F)cc1	7	2	-3	-5	2	-6	26	2	-1
COc1ccccc1N1CCN(CCC(=O)Nc2ccc3c(c2)OCO3)CC1	-3	3	-5	7	-2	6	-1	5	-5
CC1(C)Cc2ccccc2C(=NCC(=O)O)N1	3	-6	-5	10	0	-1	-2	35*	-3
COc1ccc(NC(=O)Nc2ccccc2C)c(OC)c1	7	6	-2	5	0	2	3	2	0
CC(C)C1Cc2ccccc2-c2[nH]c(=S)[nH]c(=O)c21 (stereo not given)	/	/	3	/	1	1	-4	-3	-1
COc1ccc(NC(C#N)c2ccc(OC)cc2)cc1 (stereo not given)	6	4	-4	15	2	6	-1	4	-1
N#Cc1ccc(S(=O)(=O)N2CCN(c3ncccn3)CC2)cc1	2	5	3	2	0	-3	2	8	2
COc1ccc(/C=C/C(=O)C2(O)CCCCC2)cc1OC	-1	1	-4	-1	3	6	3	1	4
O=C(CCN1Cc2ccccc2C1)c1ccc2c(c1)OCCO2	-1	-8	-5	3	-2	-4	-3	2	-7
O=C(Cc1cccc(C(F)(F)F)c1)NCc1ccc(Cl)cc1	5	-2	0	7	-2	9	7	-1	3
COCCn1nnnc1C(c1cc2cc(OC)ccc2[nH]c1=O)N1CCC(Cc2ccccc2)CC1 (stereo not given)	-2	6	-7	6	-5	3	1	3	7
CN(C)S(=O)(=O)N(CCN1CCOCC1)Cc1ccccc1F	-2	-8	-1	0	-7	0	-3	6	-8
CS(=O)(=O)N(CC(=O)N1CCCC1)c1ccc2c(c1)OCCO2	-4	-1	-8	12	2	1	-2	1	6
CCOC(=O)CN(Cc1sccc1C)C(=O)Nc1cccc(OC)c1	2	4	-6	1	0	6	-12	6	2
CCOc1ccc(NC(=O)C2C3C=CC4(CN(C(C(=O)OC)C(C)C)C(=O)C24)O3)cc1 (stereo not given)	3	2	0	3	2	3	4	0	2
COc1ccc(NC(=O)C(=O)c2cn(CC(=O)N3CCCC3)c3ccccc23)cc1	0	-2	2	-6	1	2	-11	2	-2
C/C(=N\Nc1ncc(Cl)cc1Cl)c1ccc(C#N)cc1	6	9	6	6	2	0	-2	0	2
Cc1ccc(CN2C(=O)N/C(=C/c3cc(C)n(-c4ccccn4)c3C)C2=O)cc1	0	0	1	4	-4	0	-1	6	-3
CC(C)(C)OC(=O)NNC(=O)c1cccs1	/	/	-2	/	-4	0	-4	-7	-5
Cc1ccc(NC(=O)Cn2c(CCC(=O)O)ccc2-c2cccs2)cc1	-2	9	-12	0	-5	7	-1	13	-7
CCC1CCCCN1C(=S)NC(=O)c1cc(Br)ccc1Cl (stereo not given)	10	11	-4	1	2	/	5	4	0
CCOC(=O)C1(Cc2cccc(OC)c2)CCCN(C(=O)CCSC)C1 (stereo not given)	1	3	-9	5	1	1	0	-5	-1
O=C1c2cc([N+](=O)[O-])cc3cc([N+](=O)[O-])cc(c23)C(=O)N1c1ccccn1	-2	8	13	-1	-1	42*	-1	9	4
CCOC(=O)C1=C(C)Nc2ccccc2N=C1NC(=O)/C=C/c1ccc(OC)cc1OC	-3	-5	4	9	-6	-8	-9	13	-12
O=C(CN1CCc2ccccc21)NN1CC(=O)N(c2ccc(Cl)cc2)CC1=O	0	-6	-5	0	-2	-1	-4	17	0
CCCCCCSc1ccc([C@H]2N[C@@](C)(C(=O)OC)[C@H]3C(=O)N(CC)C(=O)[C@@H]23)cc1	4	-6	0	5	1	3	0	11	1
CC1CC(C)CN(S(=O)(=O)c2ccc(NC(=O)CN3C(=O)NC(C)(c4ccccc4)C3=O)cc2)C1 (stereo not given)	-4	-8	1	-3	-14	-13	-11	8	-28
CC(C(=O)O)N1C(=O)c2ccccc2C1=O (stereo not given)	6	-5	2	2	0	5	0	1	-1
CCn1c(C)cc(/C=C2/SC(=S)N(CC(=O)O)C2=O)c1C	-1	8	-3	0	9	0	-3	15	12
CCCC(=O)OC(C(=O)Nc1cc(C(F)(F)F)ccc1Cl)c1ccccc1 (stereo not given)	3	-9	-6	0	-4	-2	2	1	5
CCN1C(=O)c2cccc3c(S(=O)(=O)Nc4ccc(OC)cc4OC)ccc1c23	0	2	2	-3	1	11	7	-1	3
CC(C)c1ccc(/C=C2\NC(=S)N(Cc3cccnc3)C2=O)cc1	/	/	-1	/	0	-5	0	7	1
O=C(COC(=O)CSc1ccc([N+](=O)[O-])cc1)NCc1ccco1	12	6	-2	0	2	1	-1	13	4
Cc1ccc(/C=N/NC(=O)NC23CC4CC(CC(C4)C2)C3)o1	6	13	-5	4	-1	-3	2	3	-3
Cc1ccc(C(=O)CCC(=O)NCc2ccc(Cl)cc2)cc1	12	-2	-5	0	-4	/	0	1	-13

(next part)
SMILES	PAFAH1B2 inh	PAFAH2 inh	PAD4 inh	PAFAH1B3 inh	LYPLA1 inh	GSTO1 counter	PME-1 inh	pPAFAH inh	LYPLA2 counter
CCc1ccc(NC2=CC(=O)CC(c3ccco3)C2)cc1 (stereo not given)	0	7	-4	-9	0	3	1	18	-3
CCOc1ccc(N/C=C/C(=O)c2cc(OC)c(OC)c(OC)c2)cc1	5	0	0	19	-1	-7	12	4	-2
COc1ccc(CNS(=O)(=O)NCc2ccccc2)cc1OC	1	2	-1	0	2	-1	5	4	1
CCc1nc(N2CCCCC2C)c2oc3ccccc3c2n1 (stereo not given)	4	5	-1	7	-3	0	1	7	-4
Cn1ncc2c(N3CCN(c4ccccc4F)CC3)ncnc21	1	5	-3	4	1	0	6	2	3
O=C(Cc1cccs1)Nc1cccnc1	-2	-1	-3	8	3	-3	1	4	1
CCN1CC(CN(C)Cc2nc(-c3ccc(Cl)cc3)no2)CC1=O (stereo not given)	3	1	-1	8	-1	-3	-8	6	2
CC(c1ccccc1)C1CC(=O)N(c2cc(Cl)ccn2)C1=O (stereo not given)	7	9	0	6	4	-1	-4	0	3
CC(OC(=O)c1ccncc1)C(=O)Nc1ccc([N+](=O)[O-])cc1Cl (stereo not given)	9	3	2	16	4	-10	2	-8	-1
O=C(COC(=O)c1c(Cl)cccc1Cl)Nc1cc(Cl)ccc1Oc1ccccc1	-4	-2	-7	12	-3	-4	-3	-5	-15
O=C(CC1SC(=Nc2ccccc2)N(CCc2ccccn2)C1=O)Nc1ccc(F)cc1 (stereo not given)	0	-11	-6	-4	3	-1	2	3	19
Cc1ccc(-c2c(C(=O)NCc3ccccc3)oc(=O)c3ccccc23)cc1	10	24	-4	1	-1	3	0	32*	4
O=C(NCc1ccco1)C1CCCN1C(=O)Nc1ccc(Cl)cc1 (stereo not given)	2	0	-3	0	0	8	-3	0	-4
O=C(CCN1C(=O)c2ccccc2C1=O)NCCN1CCOCC1	-1	-3	-2	1	1	6	-3	2	2
O=C(NCC1OCCCN1S(=O)(=O)c1cc(F)ccc1F)C(=O)NC1CCCCCC1 (stereo not given)	4	13	3	12	3	1	-1	1	8
COc1ccc(S(=O)(=O)N2CC(C(=O)O)Oc3ccc(Cl)cc32)cc1 (stereo not given)	3	20	0	8	-2	1	2	-3	-6
Nc1cccc(C(=O)OCC(=O)c2ccccc2)c1	0	13	6	1	-4	4	7	-4	5
CCOC(=O)/C(C#N)=N\Nc1ccc(S(=O)(=O)Nc2nc(C)cc(C)n2)cc1	4	1	-1	4	0	-8	5	4	0
C=CCC(CC(O)COCCC)C(=O)NNC(=S)Nc1ccccc1 (stereo not given)	-3	-3	0	10	-3	-19	0	-1	-4
COC(=O)C1=C(C)NC(C)=C(C(=O)OC)C1c1ccc(OC(=O)c2oc3ccccc3c2C)c(OC)c1	-5	-15	-3	-10	-7	-2	-6	0	-16
COc1ccc(C)cc1NC(=O)C1CCCN(S(=O)(=O)c2cccnc2)C1 (stereo not given)	1	2	-1	3	-2	-4	-1	1	2
COc1ccc(CN2C=C3C(=O)C(C)(OC(=O)CCc4ccccc4)C(=O)C=C3C=C2c2ccc(C#N)cc2)cc1 (stereo not given)	2	-1	-10	7	-5	19	10	8	2
O=C(Nc1ccc(Cl)cc1Cl)N1CCN(c2ncccn2)CC1	6	6	-1	3	1	8	8	8	-2
CCOc1ccc(-n2c(SCC(=O)NCc3ccco3)nc3c([nH]c4ccccc43)c2=O)cc1	-4	-13	-4	-9	-5	3	-3	3	-8
O=C(O)C1CCCCC1C(=O)Nc1ccc(S(=O)(=O)N2CCCCC2)cc1 (stereo not given)	12	2	-3	3	-1	-2	-6	3	-6
COc1cc(O)c(C(CC(=O)N2CCCC2)c2cc(OC)c(OC)c(OC)c2)c(OC)c1 (stereo not given)	2	2	-5	3	-1	5	-1	3	-1
COc1ccccc1OC[C@H](O)CO	0	2	5	3	1	3	-2	0	-2
Cc1ccc(-c2noc(C3CCCN(C(=O)c4ccc(F)cc4F)C3)n2)cc1 (stereo not given)	1	2	1	9	-1	-3	3	-6	-3
